# Assay outcomes as filed in PubChem BioAssay.
# hIAP activ = human IAP activation; P09923; activation factor at 10 µM; purified human IAP, CDP-Star luminescence, 30 min; stronger effect = higher value; 1 = vehicle-only enzyme, 0 = enzyme-free background; actives 0.16% (n = 330,000);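 active = activation factor of the enzyme at least 2-fold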; note: the source names both 10 and 20 µM as test concentration; values of inactives mirror those of a sister screen read the other way
# SENP1 FRET inh = SENP1 (human) catalytic domain inhibition | Q9P0U3 | actives 0.21% (n = 360,000) | inhibition, % at 10 µM | AID 624204 | recombinant SENP1 catalytic domain, CyPet-SUMO1-YPet FRET cleavage;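 active = inhibition at least 30% at 10 µM, raw YFP signal under a set limit, fluorescence ratio 0.5 to 1.5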;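 note: 0% = enzyme with DMSO and 100% = no enzyme wells; some results filed as inactive read as strong as hits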
# Target sequence (Q9P0U3 419-644 limits assumed): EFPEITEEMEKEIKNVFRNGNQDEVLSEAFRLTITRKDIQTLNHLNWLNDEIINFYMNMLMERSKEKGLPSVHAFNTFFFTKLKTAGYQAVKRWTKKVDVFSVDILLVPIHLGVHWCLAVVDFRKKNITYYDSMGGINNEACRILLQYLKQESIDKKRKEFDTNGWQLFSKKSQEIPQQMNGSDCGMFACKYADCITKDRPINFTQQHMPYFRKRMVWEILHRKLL
#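 Test system: hSENP1 catalytic domain, recombinant; Amount: 20 pM final SENP1 enzyme; Medium: Tris pH 8 buffer plus EDTA, NaCl, BME, BSA, NP40, catalase; Schedule: 50 min enzyme reaction, room temperature, light-protected; Technique: FRET fluorescence in CFP and YFP emission channels; Controls: no-enzyme wells low, DMSO-plus-enzyme wells high control.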
# PfG6PD inh = PfG6PD (Plasmodium falciparum) enzyme inhibition; PfGluPho enzyme, NADPH resazurin-diaphorase fluorescence; inhibition, % at 20 µM; actives 0.78% (n = 350,000);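 active = inhibition reaching at least a set limit at 20 µM in the primary screen, cut at about 59% in these data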;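 note: 0% = DMSO wells with substrate and 100% = DMSO wells lacking glucose-6-phosphate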
# GRIN3A LBD mod = NR3A (human) ligand-binding domain modulation | NR3A LBD differential scanning fluorimetry, Tm shift; 0% = protein alone, 100% = glycine-bound protein | Tm shift relative to glycine control, % at 25 µM | actives 2.5% (n = 340,000) | AID 1259313;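 active = melting temperature shift of at least 10% of the positive control shift, at one fixed dose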
# MPTP block = inhibitors of mitochondrial permeability transition pore | isolated mouse mitochondria, Ca2+ swelling absorbance, 30 min | inhibition, % at 10 µM | actives 1.4% (n = 360,000) | AID 602449;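 active = inhibition of 50% or more, scaled per plate between neutral and stimulator controls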;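 note: 0% = DMSO wells given calcium and 100% = 1 mM EGTA wells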
# SENP8 inh = SENP8 (human) protease inhibition | AID 602440 | actives 0.64% (n = 360,000) | inhibition, % at 20 µM | recombinant SENP8, Nedd8 substrate fluorescence; in the data active = inhibition mostly above about 40%, no sharp cut-off; inactive = mostly below about 27%
# Target sequence (Q96LD8 whole entry, looked up): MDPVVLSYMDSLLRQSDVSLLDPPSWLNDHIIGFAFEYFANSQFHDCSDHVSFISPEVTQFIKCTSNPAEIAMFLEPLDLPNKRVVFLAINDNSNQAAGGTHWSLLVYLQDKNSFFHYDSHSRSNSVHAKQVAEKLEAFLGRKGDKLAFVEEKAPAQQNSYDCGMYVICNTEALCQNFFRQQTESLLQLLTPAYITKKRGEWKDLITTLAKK
# ATG4B inhibitor = inhibitors of human ATG4B cysteine protease. inhibition, % at 8.33 µM. ATG4B cleavage of LC3-PLA2, NBD-HPC fluorescence, 1 h. Q9Y4P1. actives 0.51% (n = 340,000); in the data active = inhibition above about 40%
# SENP6 inh = inhibitors of human SENP6 protease. AID 2599. actives 1.8% (n = 330,000). inhibition, % at 10 µM. Q9GZR1. Recombinant SENP6 catalytic domain, aminoluciferin luminescence;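 active = inhibition above about 50% at the single tested dose, limit read from the data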;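 note: plate controls were DMSO wells with enzyme for no effect and DMSO wells lacking enzyme for full effect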
# Target sequence (Q9GZR1 628-1112 limits assumed): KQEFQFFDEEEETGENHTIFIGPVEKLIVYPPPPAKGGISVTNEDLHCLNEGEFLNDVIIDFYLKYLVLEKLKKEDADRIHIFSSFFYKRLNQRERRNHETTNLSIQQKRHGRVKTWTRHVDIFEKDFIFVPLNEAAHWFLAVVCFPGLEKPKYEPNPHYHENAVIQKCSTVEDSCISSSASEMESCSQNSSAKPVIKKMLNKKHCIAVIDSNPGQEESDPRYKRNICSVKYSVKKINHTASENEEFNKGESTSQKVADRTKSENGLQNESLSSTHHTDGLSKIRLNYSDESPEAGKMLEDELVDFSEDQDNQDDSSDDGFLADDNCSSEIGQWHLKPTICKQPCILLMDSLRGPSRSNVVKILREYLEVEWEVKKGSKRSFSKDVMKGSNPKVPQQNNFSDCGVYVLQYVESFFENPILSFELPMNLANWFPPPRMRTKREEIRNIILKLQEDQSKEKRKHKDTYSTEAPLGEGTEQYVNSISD
# Starred values were filed as active, the others as inactive; i = inactive; nt = no result given.
SMILES,hIAP activ,SENP1 FRET inh,PfG6PD inh,GRIN3A LBD mod,MPTP block,SENP8 inh,ATG4B inhibitor,SENP6 inh
CCOc1ccc(S(=O)(=O)N2Cc3ccccc3CC2C(=O)NCCCn2ccnc2)cc1 (configuration not stated),1.1,1,-3,-4,-1.4,13,-1,-13
c1ccc(CNCCC(Cc2ccccc2)c2ccco2)cc1 (configuration not stated),1.5,-1,-4,-2,23,48*,3,-16
CC(C)CC(=O)N/C(N)=N/c1nc2ccccc2s1,1.3,5,35,0,82*,24,7,30
COc1cccc(/C=N/N2CCN(c3ccncc3S(=O)(=O)N3CCCCC3)CC2)c1,0.81,2,8,-6,0.9,25,-7,-1
Cc1sc2ncn(CC(=O)NCCN3CCOCC3)c(=O)c2c1S(=O)(=O)N1CCC(C)CC1,1.1,1,-9,0,-0.3,8,-2,-2
O=C1c2cccc3cccc(c23)C(=O)N1c1ccncc1,0.94,-24,2,2,0.6,i,-4,10
COc1ccc(S(=O)(=O)CC2(O)CCN(C(=O)C(C)(C)C)CC2)cc1,1.1,0,-3,0,-0.4,23,-9,-22
C/C(=N\N(c1ccccc1)c1ccccc1)c1ccc(N)cc1,0.87,3,0,-7,2.8,23,6,-13
O=C1c2ccccc2N[C@@H]2C=CC[C@@H]2N1O,nt,3,-31,-2,-1.6,2,3,nt
O=C(Nc1ccc(Cl)cc1)c1ccc(-n2cncn2)c([N+](=O)[O-])c1,0.9,-1,84*,-6,10,10,2,8
C/C(=N\NC(=O)c1nnn(-c2nonc2N)c1CSc1ccccc1)c1ccc2c(c1)OCO2,1.1,1,8,1,0.1,-62,-2,-15
CC(=O)Nc1ccc2[nH]c(C)c(CC=C(Cl)Cl)c(=O)c2c1,1.2,-2,-5,4,-0.1,-109,-10,7
CC(C)c1ccc(OCC(O)CN2CCCC2)cc1 (configuration not stated),1.3,2,-3,2,-0.6,23,-4,1
COc1ccc(/C=N/n2c(SC)nnc(C(C)(C)C)c2=O)cc1OC,1.2,0,10,6,-0.8,19,5,-6
Cc1ccc(C(=O)NNC(=O)CSc2nnc(C(C)C)n2C)cc1,1.2,-2,3,0,0.8,-1,-14,-8

# MPTP block: what is marked active above
SMILES,hIAP activ,SENP1 FRET inh,PfG6PD inh,GRIN3A LBD mod,MPTP block,SENP8 inh,ATG4B inhibitor,SENP6 inh
CC(C)CC(=O)N/C(N)=N/c1nc2ccccc2s1,1.3,5,35,0,82*,24,7,30

# Record cards (already shown). Values in the order: hIAP activ | SENP1 FRET inh | PfG6PD inh | GRIN3A LBD mod | MPTP block | SENP8 inh | ATG4B inhibitor | SENP6 inh
# Record of `COc1cccc(/C=N/N2CCN(c3ccncc3S(=O)(=O)N3CCCCC3)CC2)c1` → 0.81 | 2 | 8 | -6 | 0.9 | 25 | -7 | -1
# Record of `C/C(=N\N(c1ccccc1)c1ccccc1)c1ccc(N)cc1` → 0.87 | 3 | 0 | -7 | 2.8 | 23 | 6 | -13
# Record of `C/C(=N\NC(=O)c1nnn(-c2nonc2N)c1CSc1ccccc1)c1ccc2c(c1)OCO2` → 1.1 | 1 | 8 | 1 | 0.1 | -62 | -2 | -15

# Next part
SMILES,hIAP activ,SENP1 FRET inh,PfG6PD inh,GRIN3A LBD mod,MPTP block,SENP8 inh,ATG4B inhibitor,SENP6 inh
COc1ccc(CCNC(=O)C2CCCN2C(=O)NC2CCCCC2)cc1OC (configuration not stated),0.77,1,-9,0,0.3,-2,-7,-3
COc1cc(C=NNc2ccc(S(=O)(=O)Nc3ccccc3C(=O)O)cc2[N+](=O)[O-])ccc1O,0.77,2,-18,19*,6.9,46*,46*,0
COc1c(C)cc(C(=O)C2CCCN(S(=O)(=O)N(C)C)C2)cc1C (configuration not stated),1.1,1,6,-2,2.4,-3,-5,12
CCOc1ccccc1NC(=O)C(c1ccccc1)N1CCN(CC(=O)N2CCCC2)CC1 (configuration not stated),1.1,2,0,-1,-0.5,6,-10,-7
COc1ccc(C(=O)NC(=S)N2CCCCC2c2cccnc2)cc1OC (configuration not stated),0.89,1,-9,0,0.4,8,-23,-6
CCCc1[nH][nH]c(=O)c1C(c1ccccc1)C(C#N)C#N (configuration not stated),0.89,-1,12,-1,1.6,0,-14,8
O=C1OCCN1C(=O)[C@H]1[C@H](c2ccc(Cl)cc2)C(c2ccccc2)=NN1c1ccc(Br)cc1,nt,-107,23,15*,2.5,-385,-4,nt
Cc1ccc(C(=O)Nn2c(C)nc3ccccc3c2=O)cc1C,1.1,2,7,-1,0.4,12,1,-15
COc1cccc(CCNC(=O)C2CCC(=O)N(Cc3cccc(OC)c3)C2)c1 (configuration not stated),1.1,0,12,1,0.3,12,-1,7
O=S1(=O)N=C2CCCCCN2C(c2ccncc2)N1 (configuration not stated),0.8,2,-8,-4,0.3,11,-7,9
Cc1nn(-c2ccccc2)c(Cl)c1/C=C(\CC(=O)O)c1nc2ccccc2s1,1,0,-32,0,-2.6,-55,3,5
CCOC(=O)C(Cc1ccccc1)NC(=O)CNC(C)=O (configuration not stated),1,1,5,1,0.0,4,-6,7
CCOc1ccc(NC(=O)N(CCC(C)C)C2CCN(C(C)=O)CC2)cc1,1.1,4,5,1,-2.1,14,19,-4
CCOc1ccc(CN2CCN(S(=O)(=O)c3ccc(NC(C)=O)cc3)CC2)cc1,1,1,13,-2,-0.6,12,-7,-33
COc1ccc(NC(=S)Nc2cc(C)ccn2)c(OC)c1,0.84,2,0,0,1.0,12,5,-12

# Continued, overlapping the part above by 2 compounds.
SMILES,hIAP activ,SENP1 FRET inh,PfG6PD inh,GRIN3A LBD mod,MPTP block,SENP8 inh,ATG4B inhibitor,SENP6 inh
CCOc1ccc(CN2CCN(S(=O)(=O)c3ccc(NC(C)=O)cc3)CC2)cc1,1,1,13,-2,-0.6,12,-7,-33
COc1ccc(NC(=S)Nc2cc(C)ccn2)c(OC)c1,0.84,2,0,0,1.0,12,5,-12
COc1ccc2c(c1OC)C(=O)N(c1cccc(C)c1)C2,0.87,-2,9,-1,0.8,-16,-4,71*
COC(=O)c1c(NC(=O)C(=O)NCCCN2CCOCC2)sc2c1CCCC2,1.2,0,-2,-1,0.1,-34,-6,-20
CCOC(=O)N1CCN(CCCc2ccccc2)CC1,1.2,1,-24,2,-0.1,9,4,-25
CC(=O)/C(N)=N/Nc1cccc(Cl)c1,1,1,-1,20*,6.9,20,1,-14
CN(c1ccccc1)S(=O)(=O)c1cccc(C(=O)NCc2ccccc2)c1,0.99,2,5,3,-1.5,3,-13,-9
COc1cc(C(=O)NCC2CCCO2)ccc1OCc1c(C)noc1C (configuration not stated),1.2,-1,-2,2,1.6,24,6,-10
Cc1ccc(-c2cc(C(=O)O)n[nH]2)s1,0.92,1,0,0,0.2,0,-4,-3
COc1cccc(Sc2ccccc2CN(C)C)c1,1,4,2,2,-5.8,17,-1,0
CCCc1sc(N2CCCC(C(N)=O)C2)nc1-c1ccccc1 (configuration not stated),1.2,0,-16,-8,0.1,11,23,-11
Cc1ccc(C)c(S(=O)(=O)Nc2ccc(-n3cnnn3)cc2)c1,0.96,-1,-16,-1,0.7,8,0,-7
N=c1c(C(=O)NCC2CCCO2)cc2c(=O)n3ccccc3nc2n1C1CCCCC1 (configuration not stated),0.99,-24,-3,-4,-0.8,-317,1,-12
S=C1NC[C@H](c2ccccc2)N1CCCCC1CCCCC1,1.1,-1,5,-14,2.3,8,-2,-21
CN(C)c1ccc(NS(=O)(=O)c2ccc(-c3csnn3)cc2)cc1,0.92,1,20,-12,23,23,1,-1
COc1cc(/C=N\NC(=O)CNC(=O)c2cccc([N+](=O)[O-])c2)ccc1O,1.1,-2,8,0,-1.7,4,-1,-37
COc1cccc(NC(=O)CN(C)C(=O)CC2CC3CCC2C3)c1 (configuration not stated),0.94,0,2,1,-1.3,6,2,-8
COc1cc(/C=N/NC(=O)c2ccccc2)ccc1OS(=O)(=O)c1ccccc1,1,1,25,-4,6.2,15,-12,7
CCOc1ccc(OCC)c(NC(=O)C2CCN(S(=O)(=O)c3c(C)noc3C)CC2)c1,1,2,-5,1,-1.1,30,-20,-9
CCOc1ccc(C(=O)NCc2ccco2)cc1OC,1.1,0,2,-3,1.7,15,1,-10
COCCN1C=C2C(=O)C(C)(OC(=O)c3cccs3)C(=O)C=C2C=C1CCCC(=O)OC (configuration not stated),1,-21,38,0,-0.3,37,-1,14
CC(=O)Nc1ccc(Nc2nc(C)cc(C)n2)cc1,0.89,2,-15,1,-2.0,10,3,-5
CC(C(=O)NCCc1ccc(Cl)cc1)n1c(=O)c2cccn2c2cccnc21 (configuration not stated),0.92,-2,-11,-1,-0.9,-8,2,4
CC(Nc1ccnc2cc(Cl)ccc12)c1ccc(S(N)(=O)=O)cc1 (configuration not stated),0.89,-1,3,0,-1.1,-184,-1,8
COc1ccccc1N(CC(=O)NCc1ccco1)C(=O)CCC(=O)Nc1ccccn1,0.85,0,-11,0,-1.1,8,8,-11
Cc1ccc(C2=N/C(=C\c3ccc(OS(=O)(=O)c4ccc(C)cc4)cc3)C(=O)O2)cc1,0.9,2,0,-7,-0.3,-261,-4,-22
CCc1ccc(-c2cn3nc(-c4ccccc4)cnc3n2)cc1,1.1,-33,-5,-3,1.8,-405,15,-11
CC1(C)CC[C@@]23CC[C@]4(C)[C@@](OC2=O)(C3C1)[C@H]1O[C@H]1C1[C@@]2(C)CC[C@H](O)C(C)(C)C2CC[C@]14C (some centres not stated),1.1,nt,-2,-2,nt,nt,-18,-10
Cc1cccc(C(=O)Nc2cccc(-c3cnc4ccccc4n3)c2)c1,1.1,-4,2,1,2.4,-74,-4,4
COC(=O)[C@@H](NC(=O)Nc1ccc(OC(F)(F)F)cc1)C(C)C,1.1,3,-11,1,1.1,14,-7,-4
CC(=O)Nc1ccc(NC(=O)CN(c2ccc(C34CC5CC(CC(C5)C3)C4)cc2)S(C)(=O)=O)cc1,0.91,1,3,-1,-2.5,25,9,-16
C#CCNC(=O)C1=C[C@@H](c2ccc3c(c2)OCO3)[C@H](CCCO)[C@@H](OCC)O1,1.1,-1,4,-2,0.6,-49,-6,-4
CNS(=O)(=O)c1cn(CC(=O)NCc2ccc(OC)cc2)cc1S(=O)(=O)NC,1.2,-1,0,1,0.5,1,-4,-11
COC(=O)C1=C(C)NC(=O)NC1c1ccccc1Cl (configuration not stated),1.1,-2,-10,2,-0.7,12,-1,-31
CN(CC(=O)Nc1cc(C(F)(F)F)ccc1-n1cncn1)Cc1nc2ccccc2c(=O)[nH]1,nt,-4,2,-1,-1.9,-6,-9,nt
COc1ccc2c(c1)c(C(=O)CN1CCC3(CC1)OCCO3)c(C)n2C,1.1,4,-5,1,-1.3,20,-1,-15

# Structural class: the compounds so far containing an aryl thioether with sulfur outside any ring.
SMILES,hIAP activ,SENP1 FRET inh,PfG6PD inh,GRIN3A LBD mod,MPTP block,SENP8 inh,ATG4B inhibitor,SENP6 inh
C/C(=N\NC(=O)c1nnn(-c2nonc2N)c1CSc1ccccc1)c1ccc2c(c1)OCO2,1.1,1,8,1,0.1,-62,-2,-15
COc1ccc(/C=N/n2c(SC)nnc(C(C)(C)C)c2=O)cc1OC,1.2,0,10,6,-0.8,19,5,-6
Cc1ccc(C(=O)NNC(=O)CSc2nnc(C(C)C)n2C)cc1,1.2,-2,3,0,0.8,-1,-14,-8
COc1cccc(Sc2ccccc2CN(C)C)c1,1,4,2,2,-5.8,17,-1,0
